# Bioassay records: PubChem BioAssay, The Scripps Research Institute Molecular Screening Center
# CHO parental Ca = counter-screen for OX1R antagonists: effect in parental CHO cells | parental CHO-K1, ATP-induced calcium, Fluo-8 fluorescence | inhibition, % at 5.6 µM | actives 0.63% (n = 330,000);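 active means inhibition above that plate's mean sample inhibition plus 3 SD, cut at about 26% in these data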;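 further: 0% = ATP-challenged DMSO wells and 100% = DMSO wells without ATP; some compounds past the cut are filed as inactive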
#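 material = parental CHO cells | also added = ATP as calcium-mobilizing challenge | dosing = single point at 5.6 µM | detection = intracellular calcium via Fluo-8 no-wash fluorescent dye | read-out = % inhibition | benchmarks = low control ATP plus DMSO, high control DMSO only | repeats = one well per compound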
# V1R ag counter = activates human V1a receptor in oxytocin agonist counter-screen; actives 0.25% (n = 320,000); CHO-V1R cells, Fluo-8 calcium fluorescence, agonist mode; 0% DMSO, 100% 3 nM vasopressin; P37288; activation, % at 3 µM; AID 2797;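 active means activation above the mean activation of all tested compounds plus 3 SD, per screening run, cut at about 20% in these data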;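 further: signal is peak over basal fluorescence ratio across a 100 second FLIPR read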
# Target sequence (P37288 whole entry, looked up): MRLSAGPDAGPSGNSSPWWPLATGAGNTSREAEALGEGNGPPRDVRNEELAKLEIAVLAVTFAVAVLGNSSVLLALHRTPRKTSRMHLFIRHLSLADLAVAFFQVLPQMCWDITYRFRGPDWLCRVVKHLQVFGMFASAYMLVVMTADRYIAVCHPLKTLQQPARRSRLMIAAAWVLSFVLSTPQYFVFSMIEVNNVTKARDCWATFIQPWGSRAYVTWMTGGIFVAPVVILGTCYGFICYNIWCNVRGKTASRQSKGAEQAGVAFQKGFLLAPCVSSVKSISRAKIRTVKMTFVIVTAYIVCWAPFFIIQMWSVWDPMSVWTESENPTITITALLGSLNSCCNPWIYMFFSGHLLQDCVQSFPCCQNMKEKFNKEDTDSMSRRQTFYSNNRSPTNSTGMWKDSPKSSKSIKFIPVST
# OXTR potentiator = potentiators of human oxytocin receptor | P30559 | CHO-OTR cells, Fluo-8 calcium fluorescence, potentiator mode; 0% = oxytocin EC15, 100% = EC100 | activation, % at 3 µM | actives 0.061% (n = 320,000);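 active means activation above that plate's cutoff, the mean activation of tested compounds plus 3 SD, cut at about 6.6% in these data, passing the limit was not always enough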;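 further: 100% uses oxytocin at 75 nM as the full agonist control; some results filed as inactive read as strong as hits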
#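 System: human OTR in CHO cells / Also added: sub-maximal oxytocin, roughly EC15 / Control set: EC15 oxytocin low, 75 nM oxytocin high / Schedule: 6 min compound pre-incubation at room temperature, 100 s kinetic read / Compound: single-point 3.0 µM / Replication: singlicate / Technique: Fluo-8 calcium dye fluorescence / Read-out basis: % activation of max/min ratio relative to oxytocin controls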
# TAAR1 antag = antagonists of human TAAR1 | actives 1.5% (n = 360,000) | CHO RD-HGA16 TAAR1, Fluo-8 calcium fluorescence, antagonist | inhibition, % at 3 µM | AID 624466 | Q96RJ0;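 active means inhibition above a per-plate cutoff, the mean inhibition of test compounds on that plate plus 3 SD, cut at about 49% in these data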;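 further: 0% = DMSO plus EC80 beta-PEA response and 100% = DMSO alone without agonist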
# Target sequence (Q96RJ0 whole entry, looked up): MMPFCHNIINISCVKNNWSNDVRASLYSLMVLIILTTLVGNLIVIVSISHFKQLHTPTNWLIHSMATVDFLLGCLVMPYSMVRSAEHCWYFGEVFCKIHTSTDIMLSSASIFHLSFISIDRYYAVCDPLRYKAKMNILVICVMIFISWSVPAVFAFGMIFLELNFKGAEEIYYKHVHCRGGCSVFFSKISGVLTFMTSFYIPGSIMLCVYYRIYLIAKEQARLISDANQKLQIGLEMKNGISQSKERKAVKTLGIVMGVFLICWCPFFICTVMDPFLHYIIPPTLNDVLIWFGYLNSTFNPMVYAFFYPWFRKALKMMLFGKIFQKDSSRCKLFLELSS
#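 System: CHO RD-HGA16 cells bearing hTAAR1. Reagent: EC80 β-phenethylamine stimulus. Schedule: seeding 17-24 h prior, 75-min 37 °C, 30-min RT dye loading. Signal: Fluo-8 intracellular calcium dye fluorescence, real-time kinetic reads. Read-out: % inhibition from peak post-agonist over basal fluorescence ratio. Benchmarks: vehicle wells and EC80 agonist wells. Replicates: n of 1.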
# CHO-K1 Ca antag = M1 antagonist counterscreen hit in parental CHO-K1 cells; actives 0.6% (n = 360,000); ATP-induced calcium, Fluo-8 fluorescence; inhibition, % at 3 µM;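 active means inhibition above a per-plate cutoff, the plate's mean sample inhibition plus 3 SD, cut at about 24% in these data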;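 further: 0% = DMSO plus EC80 ATP and 100% = DMSO alone without ATP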
# CHO-K1 Ca PAM = M1 PAM counterscreen hit in parental CHO-K1 cells. ATP EC20, Fluo-8 calcium fluorescence; 0% at ATP EC20, 100% at ATP max. activation, % at 3 µM. actives 0.02% (n = 360,000);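 active means activation above the run cutoff, the mean activation of all test compounds plus 3 SD, cut at about 40% in these data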;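 further: peak over basal fluorescence ratio in a 140 s read after ATP addition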
# OXTR ag = human OXTR agonism | AID 2435 | activation, % at 3 µM | CHO-OTR cells, Fluo-8 calcium fluorescence; normalized: DMSO 0%, oxytocin 100% | actives 0.32% (n = 320,000);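 active means activation above the mean of all tested compounds plus 3 SD, cutoff set per screening run, cut at about 20% in these data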;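 further: peak over basal fluorescence ratio from a 100 s FLIPR kinetic read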
# CHO-K1 Ca ag = M1 agonist counterscreen hit in parental CHO-K1 cells | Fluo-8 calcium fluorescence; scaled to maximal ATP response, vehicle zero | activation, % at 3 µM | actives 0.48% (n = 360,000); in the data active means activation above about 15%;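 further: untransfected CHO-K1 host cells lacking M1 receptor as counterscreen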
# GPR7 antagonist = antagonists of human GPR7 (neuropeptides B/W receptor 1); P48145; GPR7-expressing cells, fluorescence antagonist assay; inhibition, % at 4.4 µM; actives 1.1% (n = 290,000); AID 1861; in the data active means inhibition above about 16%, passing the limit was not always enough;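 further: cells stimulated with the agonist NPW; 0% = agonist with vehicle and 100% = vehicle without agonist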
# Target sequence (P48145 whole entry, looked up): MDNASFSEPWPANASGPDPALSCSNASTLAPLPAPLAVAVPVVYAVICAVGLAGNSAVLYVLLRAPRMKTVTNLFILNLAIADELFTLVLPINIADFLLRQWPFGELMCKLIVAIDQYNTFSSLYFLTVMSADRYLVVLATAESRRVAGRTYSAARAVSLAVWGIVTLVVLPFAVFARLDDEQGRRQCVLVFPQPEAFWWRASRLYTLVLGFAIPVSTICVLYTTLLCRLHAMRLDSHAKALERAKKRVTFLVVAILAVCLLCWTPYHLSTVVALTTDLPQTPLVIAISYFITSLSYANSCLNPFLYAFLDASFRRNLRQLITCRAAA
# The depositor's hits bear a star; . = no result given.
SMILES,CHO parental Ca,V1R ag counter,OXTR potentiator,TAAR1 antag,CHO-K1 Ca antag,CHO-K1 Ca PAM,OXTR ag,CHO-K1 Ca ag,GPR7 antagonist
Cc1ccc(C2c3[nH]c4ccccc4c3C[C@H]3C(=O)N(c4ccccc4C(=O)N4CCC(C(=O)O)CC4)C(=O)N23)cc1 (stereo partly specified),-3,1.4,1,-50,-2,14,0.4,-0.1,-8
COc1ccc(-c2nnc(C)c3nocc23)cc1,-9,0.2,-10,-10,-8,-16,0.6,-0.2,-7
S=C(S)OC1CC2CC1C1CCCC21 (stereo unspecified),.,.,.,-22,-1,7,.,0.2,.
CCCCNC(=O)C1CCC(=O)N1CCc1ccccc1 (stereo unspecified),-9,-0.8,-5,-19,-11,-9,-0.5,1.7,-8
CCCc1ccc(Oc2cn[nH]c2-c2ccc(O)c(C)c2O)cc1,11,9.6,-12,30,14,-11,17,0.8,1
Cc1ccc(C(C)C)c(OCC(=O)Nc2ccc(N3CCOCC3)cc2N2CCOCC2)c1,.,.,.,-3,3,-5,.,0.4,.
O=C(COc1ccccc1)Nc1nnc(-c2ccc(Cl)s2)o1,-7,-0.2,0,-30,0,18,-0.6,0.2,-4
Cc1c(C(=O)O)oc2c1C(O)CCC2 (stereo unspecified),3,-0.4,-3,-8,-7,17,0.6,0.3,-9
O=C(c1nc2ccccn2c1CN1CCN(c2ccccc2O)CC1)N1CCCC1,-20,0.4,-10,9,6,-15,-0.2,0.5,1
Cc1cccc(/C=N/NC(=O)C(C)Nc2cccc3ccccc23)n1 (stereo unspecified),-22,-1.1,3,6,-12,-4,0.1,0.8,-2
COc1ccc(CCNC(=O)CC2SC(=NCCc3ccccc3)NC2=O)cc1 (stereo unspecified),-12,-0.5,-2,18,-1,9,-1.1,0.5,-7
O=C(NCCOC(=O)c1ccccc1)c1ccc([N+](=O)[O-])cc1,3,0.3,-14,-7,-11,13,-1.2,0.7,-7
CC(C)OCC1Cn2c(nc3c2c(=O)n(C)c(=O)n3C)O1 (stereo unspecified),-1,-0.1,-13,-1,-8,19,-0.9,0.9,-10
CCCCCn1c(-c2ccco2)nc2nc3ccccc3nc21,-17,-0.4,2,-2,20,-5,-2.1,1.2,2
O=C(O)c1ccc(-n2c(=O)c3ccccc3c3ccccc3c2=O)cc1,3,0.5,-1,-2,31*,-16,0.4,-0.2,-3
Cn1c(CCN2CCCC2)nc2cc(NS(=O)(=O)c3ccc(F)cc3)ccc21,.,.,.,-19,-4,6,.,1.6,.
C(=Nc1ccccc1)c1ccc[nH]1,.,.,.,27,5,-15,.,0.2,.
O=C(Nc1ccc(N2CCOCC2)cc1)c1cnccn1,-1,0.9,-6,-2,-12,6,0.8,1.0,-6
COCc1c(C(=O)N/N=C(/C)c2ccc(OCc3ccccc3)cc2)nnn1-c1nonc1N,5,0.8,3,-20,-13,13,0.2,0.4,2
O=C(Nc1cccc(C(=O)O)c1)/C(=C/c1ccc2c(c1)OCO2)NC(=O)c1cccc(Br)c1,-7,1.0,-2,-5,8,-5,1.5,0.3,-11

# Some values from the entries so far:
# O=C(O)c1ccc(-n2c(=O)c3ccccc3c3ccccc3c2=O)cc1 in CHO parental Ca is listed with 3
# CCCCCn1c(-c2ccco2)nc2nc3ccccc3nc21 in CHO-K1 Ca PAM is listed with -5
# COCc1c(C(=O)N/N=C(/C)c2ccc(OCc3ccccc3)cc2)nnn1-c1nonc1N in TAAR1 antag is listed with -20

# Other compounds.
SMILES,CHO parental Ca,V1R ag counter,OXTR potentiator,TAAR1 antag,CHO-K1 Ca antag,CHO-K1 Ca PAM,OXTR ag,CHO-K1 Ca ag,GPR7 antagonist
Cc1cccc(C)c1NC(=O)N1CCCC1C(=O)Nc1ccc(-n2cnnn2)cc1 (stereo unspecified),0,0.0,2,-5,-19,18,0.5,1.0,14
Cc1ccc(C(NC(=O)C2CCN(CCOc3ccc(Cl)cc3)CC2)c2ccccn2)cc1 (stereo unspecified),.,.,.,-3,-3,-6,.,0.7,.
CCC(CO)Oc1cc(NCc2ccc(C(C)(C)C)cc2)c2ncn(C(C)C)c2c1 (stereo unspecified),50*,7.6,-5,29,-8,3,8.0,1.4,.
CCOc1ccc(NC(=O)C2C(c3ccccc3)C2(Cl)Cl)cc1 (stereo unspecified),-16,-1.8,-11,-2,-8,14,-2.4,1.8,-13
CCn1c(O)c(/C=N/n2cnnc2)sc1=S,4,1.3,1,-3,0,12,2.6,0.3,-6
CCCN1CCN(CC(O)COC(c2ccc(OC)cc2)c2ccc(OC)cc2)CC1 (stereo unspecified),-12,1.5,-3,-2,-6,-5,0.5,-0.5,3
CCN(CC)C1CC(=O)N(c2ccc(Br)cc2)C1=O (stereo unspecified),-7,2.7,-5,-3,-2,-1,0.6,-0.5,-3
COc1ccc(CNC(=O)C2CC(c3cccc(OC)c3)=NO2)cc1 (stereo unspecified),-12,2.9,-5,-7,-6,23,4.9,7.4,12
C[C@H](CO)N1C[C@H](C)[C@@H](CN(C)S(=O)(=O)c2ccccc2)Oc2ccc(NS(=O)(=O)c3ccccc3)cc2C1=O,-16,0.4,-4,-13,-11,25,-1.2,1.4,.
O=C(O)CNC(=O)C12CC3CC(CC(Cl)(C3)C1)C2,-7,0.4,-3,5,2,-5,-0.2,1.8,0
COCCN1C(=O)CCC1(C)c1nnnn1-c1c(C)cccc1C (stereo unspecified),.,.,.,-32,-6,11,.,0.5,.
CCOC(=O)C1CCN(C(=O)CN2C(=O)COc3ccc(C(C)(C)C)cc32)CC1,-19,1.6,-9,6,-15,18,1.0,4.7,-2
CCCCCN(C(=O)COC(=O)Cc1c(C)nc2ccccc2c1C)c1c(N)n(CCCC)c(=O)[nH]c1=O,-17,-0.6,-2,-16,0,14,-0.5,0.0,.
Cc1ccc(NC(=O)C2(C)CCN2CCc2ccccc2)cc1O (stereo unspecified),.,.,.,11,-12,-2,.,-0.1,.
Cc1cccnc1NC(=O)C1CCN(S(=O)(=O)c2cccs2)CC1,-4,0.5,-18,-12,-10,17,0.5,0.2,6
COc1cc2cc(Oc3ccc4ccc(=O)oc4c3)c(=O)oc2cc1O,-8,1.6,-7,-22,1,-10,2.1,1.0,-7
CCCOC(=O)c1c(NC(=O)CCCn2nc([N+](=O)[O-])c(Cl)c2C)sc(C(=O)OC)c1C,-15,0.0,5,16,-8,20,0.2,0.6,-3
CN(C(=O)CSc1nc2ccccc2n1CCc1ccccc1)C1CCS(=O)(=O)C1 (stereo unspecified),-6,-0.6,-14,10,-5,17,-1.5,1.0,3
COc1cc(Cl)c(C)cc1NC(=O)CNC(=O)Cn1cnc2ccccc2c1=O,-4,-0.6,2,-1,-6,-7,-1.3,0.9,3
CC(=NCc1ccccc1)c1ccccc1O,.,.,.,-23,0,1,.,0.0,.
CC(C)CCNC(=O)C1CCCCN1S(=O)(=O)c1ccc(F)cc1 (stereo unspecified),-19,0.1,-7,-21,6,1,-1.6,0.1,-5
Cc1cc(-c2cc(-c3ccccc3)on2)nc(NCC2CC2)n1,-23,0.1,-9,13,-10,17,-2.0,-0.1,.
CC(=O)Nc1cccc2c1C(=O)N(c1cccc(C)c1)C2=O,-15,0.5,-10,-13,2,7,0.2,0.4,0
O=[N+]([O-])c1cc(S(=O)(=O)Nc2ccc(Cl)cc2)ccc1N/N=C/c1ccncc1,-5,-0.4,-8,-26,-7,2,0.6,0.3,4
CN(Cc1cccc(F)c1)CC(O)COCc1ccccc1Cl (stereo unspecified),-27,1.3,0,-10,-18,14,0.9,2.4,-4
CCOC(=O)c1cc2c(c(-c3cccc(C#Cc4ccc(OC)c(OC)c4)c3)n1)[C@@H](CCO)N(S(=O)C(C)(C)C)C2 (stereo partly specified),.,.,.,4,-22,24,.,4.6,.
COc1ccc(NS(=O)(=O)c2cccc3nsnc23)cc1OC,3,6.1,-10,-11,-23,12,4.7,9.2,-4
Cc1cc(=O)[nH]c(SCC(=O)/C=C2\N(C)c3ccccc3C2(C)C)n1,26,7.3,-16,30,13,11,23*,12,16
O=C(c1ccco1)N1CCN(C(=O)C2CCCO2)CC1 (stereo unspecified),-5,0.7,-3,-6,-21,14,0.2,0.5,-7
COc1ccc2[nH]c(=O)c(-c3nnn(-c4ccc(Cl)c(Cl)c4)n3)cc2c1,-20,0.1,0,.,.,.,-0.5,.,.
COc1ccc(CCNC(=O)Cn2cnc3c(cnn3-c3ccccc3Cl)c2=O)cc1OC,-6,-0.1,-8,-2,-5,-3,-0.3,0.0,-7
Cc1ccccc1-c1noc(C23CC4CC(CC(C4)C2)C3)n1,-13,-0.6,-4,-25,1,4,-0.2,0.0,-11
NC(=S)C(c1ccccc1)c1ncc(C(F)(F)F)cc1Cl (stereo unspecified),-22,-0.7,-6,4,-3,-1,-0.6,0.1,-21
CCCNC(=O)C1(C)CCCN(C(=O)c2cccc(OC(F)(F)F)c2)C1 (stereo unspecified),.,.,.,7,7,3,.,4.6,.
N#CC1(Nc2cccc(Cl)c2)CCCC1,.,.,.,-9,-4,14,.,0.3,.
O=C(c1ccco1)N1CCN(C(=O)c2nn3cccnc3c2Cl)CC1,3,0.7,-1,15,-16,0,0.7,-0.2,-10
CCN(CC)S(=O)(=O)c1ccc(Cl)c(NC(=O)COC(=O)c2cccn2C)c1,12,3.4,-33,-15,3,-16,1.7,3.8,0
Cc1cccc(C)c1NC(=O)CN(C)CC(=O)c1c(N)n(Cc2ccccc2)c(=O)n(C)c1=O,-20,1.6,-10,2,-7,26,-0.2,1.1,.
CN(C)CCCNC(=S)N(Cc1cccs1)Cc1cc2cc3c(cc2[nH]c1=O)OCCO3,-13,0.7,4,-1,5,7,0.8,0.5,-2
CC1CC(NC(=O)/C=C/C(=O)O)CC(C)(C)C1 (stereo unspecified),-10,3.6,-7,-20,-9,4,1.3,0.7,3
COC(=O)c1sccc1S(=O)(=O)Nc1ccc(C)cc1,-4,-0.4,2,-10,-22,30,-1.3,1.9,1
Cc1cc(C)c2nc(SCC(=O)NNC(=O)c3ccco3)c(C)cc2c1,-11,0.0,-10,1,-4,19,-0.2,0.6,4
Cc1[nH]c2ccccc2c1/C=C/C(=O)c1ccccc1,-7,2.6,-2,31,-4,21,1.1,12,1
COc1ccc(CNC(=O)COC(=O)C2CC2C)cc1OC (stereo unspecified),-16,1.2,3,7,5,-16,0.8,-0.1,.
COc1cc(C(=O)N/N=C(\C)Cn2nc([N+](=O)[O-])cc2C)ccc1O,-5,-0.4,-6,5,28*,-12,0.7,0.3,0
